TCR activator – activators of T cell receptors | Potency, µM (titrated, usually from 9.22 µM), for inactives: at the top dose activation of IL-2 secretion, usual class: activators | AID 504894 | primary human leukocytes, anti-CD3, IL-2 HTRF, 48 h | 330,000 tested, under 10 active; active = well fitted activation curve with a large enough effect; inconclusive = small, poorly fitted or top-dose-only effect, or another doubt; inactive = no such curve, though single readings can be large or run the other way; also: % of control where 0% means no effect
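48 hr co-incubation of compounds, a-CD3 beads and primary human leukocytes; IL-2 quantified homogeneously by HTRF with anti-IL-2 K and d2 conjugates.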
hERG WT inh – KCNH2 (human, wildtype) channel inhibition. Q12809. U2OS, BacMam KCNH2, thallium flux FluxOr; active compounds read low. activity change, % at 1.84 µM. 340,000 tested, 0.37% active. AID 720551;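 active = maximum activity change below -70%; inconclusive = maximum activity change between -70% and -50%; inactive = maximum activity change above -50%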; also: % is scaled to controls: 0 for no effect and ±100 for the full control effect
Target sequence (Q12809 whole entry, looked up): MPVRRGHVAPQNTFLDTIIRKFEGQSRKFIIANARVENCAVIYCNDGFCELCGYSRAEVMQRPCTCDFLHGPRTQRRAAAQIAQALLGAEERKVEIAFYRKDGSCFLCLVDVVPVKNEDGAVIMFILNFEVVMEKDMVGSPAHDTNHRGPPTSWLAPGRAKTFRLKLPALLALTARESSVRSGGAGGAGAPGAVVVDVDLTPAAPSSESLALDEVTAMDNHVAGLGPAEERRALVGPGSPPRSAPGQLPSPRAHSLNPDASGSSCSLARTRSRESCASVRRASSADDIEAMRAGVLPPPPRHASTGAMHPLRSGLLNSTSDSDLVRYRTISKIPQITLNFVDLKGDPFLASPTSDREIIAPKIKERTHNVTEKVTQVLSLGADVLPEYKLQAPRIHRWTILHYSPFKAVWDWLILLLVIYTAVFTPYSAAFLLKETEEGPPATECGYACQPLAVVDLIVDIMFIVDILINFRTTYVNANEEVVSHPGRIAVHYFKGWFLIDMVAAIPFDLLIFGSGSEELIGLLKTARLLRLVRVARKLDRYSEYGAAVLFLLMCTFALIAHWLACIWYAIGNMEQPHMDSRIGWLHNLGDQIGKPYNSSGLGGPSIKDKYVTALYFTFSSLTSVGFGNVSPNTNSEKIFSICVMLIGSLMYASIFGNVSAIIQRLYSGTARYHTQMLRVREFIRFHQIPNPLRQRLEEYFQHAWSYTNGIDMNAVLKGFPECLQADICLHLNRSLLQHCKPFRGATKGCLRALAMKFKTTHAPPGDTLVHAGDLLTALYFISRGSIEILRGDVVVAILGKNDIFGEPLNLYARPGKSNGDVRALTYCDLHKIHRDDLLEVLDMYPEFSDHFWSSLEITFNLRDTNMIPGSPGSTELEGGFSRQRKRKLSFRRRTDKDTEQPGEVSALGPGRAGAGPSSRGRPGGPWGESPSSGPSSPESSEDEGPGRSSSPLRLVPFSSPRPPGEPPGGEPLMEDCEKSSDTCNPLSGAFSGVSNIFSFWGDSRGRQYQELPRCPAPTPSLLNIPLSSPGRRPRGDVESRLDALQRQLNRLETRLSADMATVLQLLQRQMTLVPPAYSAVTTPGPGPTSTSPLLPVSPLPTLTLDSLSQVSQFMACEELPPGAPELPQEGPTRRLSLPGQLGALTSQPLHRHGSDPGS
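U2OS cells transduced with wild-type KCNH2 virus are loaded with FluxOr dye for 45 min, and thallium flux is measured in kinetic reads before and after stimulation buffer. Rate constants are normalized to DMSO controls.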
KCNH2 3.1 block – inhibitors of human KCNH2 3.1 potassium channel isoform; 340,000 tested, 0.95% active; activity change, % (tested at about 1.8 µM); U2OS KCNH2 3.1, thallium flux FluxOr; active compounds read low;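 active = maximum activity change below -70%; inconclusive = maximum activity change from -70% to -50%; inactive = maximum activity change above -50%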;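 also: thallium influx rate constant from kinetic fluorescence after stimulation buffer; % is scaled to controls: 0 for no effect and ±100 for the full control effect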
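U2OS cells transduced with KCNH2 3.1 mutant virus (1.77 x 10^8 /mL, 4 h), plated overnight at 37 C, loaded 45 min with FluxOr dye plus Red40 quencher. Thallium flux rate constant from kinetic reads after stimulation buffer, normalised to controls.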
* marks the source's active call; other numbers are inactive results; ? = inconclusive. Only part of the results is shown, so the mix of outcomes need not match the whole.

nr	Compound	hERG WT inh	KCNH2 3.1 block	TCR activator
1	CC(C)(C)SCCNC(=O)CSc1ccccc1	-3	2	-2%
2	Cc1ccccc1-c1cccc([C@@H]2C[C@H]3[C@H](CON3C)CN2C)c1	17	-1	-1%
3	Cc1c(C(=O)Nc2ccccc2)c2ccc(C(F)(F)F)cc2n1O	6	-9	-3%
4	C[C@H]1CCC/C=C/[C@@H]2C[C@H](O)C[C@H]2[C@H](O)[C@H](S(=O)c2ccc(O)cc2)CC(=O)O1 (stereo not given in full)	-12	3	-8%
5	O=C(/C=C/c1ccc(Cl)c([N+](=O)[O-])c1)NCc1cccnc1	3	1	0%
6	Cn1c2ccccc2c(=O)c2ccc(NCc3ccc4c(c3)OCO4)cc21	-4	-1	-2%
7	CN(C)c1ccc(CNCc2cccnc2)cc1	-5	-9	2%
8	CCN(CC)CCOc1ccc(C=NNc2nc3c([nH]2)c(=O)n(C)c(=O)n3C)cc1	-2	-23	1%
9	COc1ccc(CCNC(=O)c2cc3c(=O)n4ccccc4nc3n(CC3CCCO3)c2=N)cc1 (stereo not given)	-8	-42	-4%
10	O=C(CCCC(=O)NN=Cc1ccc(Cl)cc1Cl)NN=Cc1ccc(Cl)cc1Cl	-16	-4	1%
11	CC(C(=O)c1ccccc1)C(O)c1ccccn1 (stereo not given)	-9	-6	-1%
12	Nc1cc2c(cc1Br)[nH]c(=O)c1ccccc12	7	0	3%
13	C=CCSc1nnc2c(n1)-c1cccc3cccc-2c13	-12	4	-4%
14	Cc1ccc(S(=O)(=O)N2CCC(=O)CC2c2ccccc2)cc1 (stereo not given)	5	-28	-1%
15	COC(=O)CC1(CC(N)=O)SCCS1	16	-2	1%
16	COc1ccccc1OCCNC(=O)CCNS(=O)(=O)c1ccc(C)cc1	-5	17	-3%
17	O=C1CC(C(=O)O)C(c2ccccc2)c2ccccc21 (stereo not given)	2	14	0%
18	CCCCOC(=O)NC1CCc2cc(OC)c(OC)c(OC)c2-c2ccc(SC)c(=O)cc21 (stereo not given)	3	-21	0%
19	O=C(CCCCCCCC(=O)N1CCCCC1)N1CCCCC1	17	13	2%
20	O=C(O)CC1(CC(=O)O)Nc2ccccc2SC1=O	1	-17	4%
21	CCOC(=O)c1nc2c(=O)n(C)c(=O)n(C)c2n(C)c1=O	-2	2	7%
22	CC(=O)C1=CN(CC2CCCCC2)CCC1=O	-20	-9	14%
23	CC(=O)Nc1cccc(C(=O)N2CCN(S(=O)(=O)c3ccc(C4CCCCC4)cc3)CC2)c1	-7	-2	-10%
24	COC(C[C@H]1O[C@H]1C(=O)[C@H](C)OCc1ccccc1)OC	1	-29	18%

4 of the compounds above, as labelled records.
5	O=C(/C=C/c1ccc(Cl)c([N+](=O)[O-])c1)NCc1cccnc1
  hERG WT inh: 3; KCNH2 3.1 block: 1; TCR activator: 0%

3	Cc1c(C(=O)Nc2ccccc2)c2ccc(C(F)(F)F)cc2n1O
  hERG WT inh: 6; KCNH2 3.1 block: -9; TCR activator: -3%

1	CC(C)(C)SCCNC(=O)CSc1ccccc1
  hERG WT inh: -3; KCNH2 3.1 block: 2; TCR activator: -2%

17	O=C1CC(C(=O)O)C(c2ccccc2)c2ccccc21 (stereo not given)
  hERG WT inh: 2; KCNH2 3.1 block: 14; TCR activator: 0%

Other results follow:
nr	Compound	hERG WT inh	KCNH2 3.1 block	TCR activator
25	C=C(C)CSc1nnc2[nH]c(=O)cc(N)n12	-29	2	-2%
26	CCN(CC(=O)Nc1c(F)cccc1F)C(=O)Cc1cccs1	-2	31	2%
27	Cc1csc(=O)n1CC(=O)OC(C)C(=O)Nc1ccc(N(C)C)cc1 (stereo not given)	-4	13	7%
28	Cc1cccc(-n2c(C)nc3ccsc3c2=O)c1	-2	-3	-1%
29	O=C(CC(=O)c1ccncc1)c1ccccc1	-8	1	-2%
30	O=C(O)c1ccccc1N(c1ccccc1)c1ccccc1	-9	14	0%
31	O=C(O)C(Cc1ccccc1[N+](=O)[O-])N1C(=O)c2ccccc2C1=O (stereo not given)	44	-28	0%
32	CCCCN1C(N)=NC[C@@H]1C(C)O (stereo not given in full)	-38	-27	2%
33	Clc1ccc2scc(CN3CCCC3)c2c1	1	11	4%
34	Cc1nc2nc(-c3cccs3)[nH]c2cc1Br	3	-4	-20%
35	[C-]#[N+][C@H](O[C@@H]1O[C@H](CO)[C@@H](O)[C@H](O)[C@H]1O)c1ccccc1	0	-19	4%
36	O=C(Cc1cccc(NC(=O)C2CCCN(C(=O)c3ccccc3)C2)c1)Nc1ccc(C(=O)N2CCOCC2)cc1 (stereo not given)	6	9	2%
37	O=c1cc(CCl)nc(Cc2c(Cl)cccc2Cl)[nH]1	3	22	4%
38	NC(=O)c1ncn([C@@H]2O[C@H](CN=C3NS(=O)(=O)c4ccccc43)[C@@H](O)[C@H]2O)n1	16	2	8%
39	COc1cccc(C=NN2CCCCCC2)c1OC	1	-8	9%
40	CCOc1ccc(NC(=O)c2ccc(NS(=O)(=O)c3cccc4cccnc34)cc2)cc1	-3	6	2%
41	Cc1ccc2oc(-c3cccc(NC(=O)c4ccccn4)c3)nc2c1	0	-11	-12%
42	C#CCN1C=CC(=O)[C@@H](OC(=O)Nc2ccccc2Br)[C@H]1c1ccccc1Br	0	14	-4%
43	O=[N+]([O-])c1cc2c(c3cccnc13)COCO2	-15	-1	-6%
44	Cc1cc(Nc2cccc(Br)c2)c2ccccc2n1	8	-36	-5%
45	O=[N+]([O-])c1cc(F)cc(F)c1Nc1ccc(F)cc1	-4	17	-7%
46	O=C(O)CN1C(=O)S/C(=C\c2ccc3c(c2)OCO3)C1=O	-11	2	0%
47	O=C(CCl)N1c2ccccc2Oc2ccc3ccccc3c21	0	8	-5%
48	Cc1ccccc1-c1cccc([C@@H]2C[C@H]3[C@H](CON3C)CN2Cc2cc(Cl)cc(Cl)c2)c1	2	-29	-2%
49	CN(C)/C=C(/C(=O)c1ccccc1Cl)S(=O)(=O)c1ccccc1	9	16	-6%
50	COc1ccccc1NC(=O)C1CC(C(C)C)OC1=O (stereo not given)	-1	6	-1%
51	COc1ccc(Cl)c(CNC[C@H]2O[C@@H](n3cnc(C(N)=O)n3)[C@H](O)[C@@H]2O)c1	4	9	1%
52	Cc1ccc(-n2c(=O)c3c4c(sc3n3c(C)nnc23)COC(C(C)C)C4)cc1 (stereo not given)	2	-2	1%
53	CCN(CC)S(=O)(=O)c1ccc(C(=O)Nc2cc(S(=O)(=O)N3CCOCC3)ccc2N2CCN(C)CC2)cc1	4	-4	-4%
54	CC(C)(C)Cc1nnc(NS(C)(=O)=O)s1	23	-13	-1%
55	COc1ccc(-c2nc3c(s2)CCc2onc(-c4ccc(Br)cc4)c2-3)cc1	-1	-13	3%
56	O=[N+]([O-])c1ccc(S(=O)(=O)NN=Cc2ccc(Cl)c(Cl)c2)cc1	2	-14	-3%
57	Fc1cccc(-c2ncc(-c3ccccc3)o2)c1	-7	4	-12%
58	COc1cc2c(cc1NC(=O)C(Cl)Cl)-c1ccc(NC(=O)C(Cl)Cl)cc1C2	-1	2	7%
59	COc1cc(COc2ccc(S(=O)(=O)N3CCOCC3)cc2[N+](=O)[O-])ccc1OC(F)F	-5	-4	6%
60	O=[N+]([O-])c1cccc(COc2ccccc2CN2CCCCC2)c1	2	?	4%
61	CCc1ccccc1NC(=O)C1CCCC1	12	4	-4%
62	CC(=O)NC12CC3CC(C1)CC(C(=O)N1CCN(S(=O)(=O)c4cccc([N+](=O)[O-])c4)CC1)(C3)C2	2	2	3%
63	COc1ccc(C)cc1NC(=O)c1cc(C2CC2)nc2c1c(C)nn2C1CCS(=O)(=O)C1 (stereo not given)	1	5	3%
64	COc1cc(C2C3=C(COC3=O)Oc3cc4c(cc32)OCO4)cc(OC)c1O (stereo not given)	-8	11	-5%

The final two compounds of the part above lead into the next:
nr	Compound	hERG WT inh	KCNH2 3.1 block	TCR activator
63	COc1ccc(C)cc1NC(=O)c1cc(C2CC2)nc2c1c(C)nn2C1CCS(=O)(=O)C1 (stereo not given)	1	5	3%
64	COc1cc(C2C3=C(COC3=O)Oc3cc4c(cc32)OCO4)cc(OC)c1O (stereo not given)	-8	11	-5%
65	CCN(C(=O)COC(=O)CCS(=O)(=O)c1ccccc1)c1c(N)n(Cc2ccccc2)c(=O)[nH]c1=O	4	-13	4%
66	C=CCNC(=O)c1onc(CSc2ccc(F)c(F)c2)c1C(=O)NCC=C	8	3	-2%
67	COC(=O)c1ccc(C)cc1C1CN=NC12Cc1cc(C)ccc1C2=O (stereo not given)	-22	6	-4%
68	Cc1cc(C(c2cc(C)c(N)c(C)c2)c2ccco2)cc(C)c1N	-5	-2	-7%
69	CC1=CC(=O)C(C(C)=Nc2ccccc2[N+](=O)[O-])C(=O)O1 (stereo not given)	-21	-15	-4%
70	CC1=CC(=O)Nc2ccccc2S1	-26	-2	-1%
71	CCCN(CCC)C(=O)C(c1ccccc1)C1(O)CCCCC1 (stereo not given)	-2	-21	2%
72	CC1(O)CC2CC1C(C(=O)O)C2C(=O)O (stereo not given)	-8	-7	-2%
73	CCOC(=O)c1[nH]c2ccccc2c1NC(=O)c1cc(OC)c(OC)c(OC)c1	-11	2	0%
74	COc1cc(C(C)=NNC(=O)c2ccncc2)ccc1O	-4	-2	2%
75	CC(=O)Nc1c(-c2ccccc2)nc2ccc(Cl)cn12	4	-19	3%
76	Cc1ccc(-n2ncc3c2CCCC3NC(=O)CCn2ccnc2C)cc1C (stereo not given)	-10	1	3%
77	CCN(CC)C(=O)Cn1cc(S(=O)(=O)CC(=O)Nc2ccccc2C)c2ccccc21	-3	1	6%
78	Cc1cc(Br)ccc1SCC(=O)OCC(O)=C(C#N)c1nc2ccccc2[nH]1	3	-32	5%
79	O=[N+]([O-])c1c(NCc2ccco2)ncnc1NCc1ccco1	1	11	-9%
80	Cc1cc(C(=O)NC2CCCCCCC2)ccc1[N+](=O)[O-]	-5	7	-7%
81	C[C@H]1CN(S(=O)C(C)(C)C)[C@@H](CCO)/C1=C\CCO (stereo not given in full)	0	11	-3%
82	CSc1nnc2c(=O)[nH]c(=O)n(C)c2n1	2	3	1%
83	Cc1c(C(N)=O)cc([N+](=O)[O-])cc1[N+](=O)[O-]	-4	12	-2%
84	C=CC(=O)N1C/C(=C/c2ccccc2)C(=O)/C(=C\c2ccccc2)C1	-4	-18	4%
85	N#CC(CCc1ccccn1)c1ccccc1 (stereo not given)	5	0	3%
86	Nc1ccc2ccccc2c1C(=O)c1ccccc1	0	1	2%
87	CCCCN1C(=O)CC(SC2CC(=O)N(CCCC)C2=O)C1=O (stereo not given)	-2	26	0%
88	C/C(=N\N(c1ccccc1)c1ccccc1)c1ccc(N)cc1	-2	-23	0%
89	CSc1nc(O)c(C(c2ccc(F)cc2)c2c(O)nc(SC)[nH]c2=O)c(=O)[nH]1	0	-18	5%
90	N#Cc1cnc(SCC(=O)N2CCCCC2)nc1N	-2	8	-1%
91	O=C1NC2(CCCCC2)OC12CCCCC2	2	8	-2%
92	C=CS(=O)(=O)N(Cc1ccccc1Br)[C@H](CO)CC(C)C	0	1	4%
93	O=C1C[C@@H]2c3c(cccc3CN1Cc1ccc(Cl)cc1)C[C@@H](O)[C@H]2O	-5	4	3%
94	COc1ccc(C2C(C(=O)c3sc(C)nc3C)=C(O)C(=O)N2CCCn2ccnc2)cc1 (stereo not given)	-1	0	2%
95	COc1ccccc1NC(=O)c1cc(N)cc(C(=O)Nc2ccccc2OC)c1	2	6	-1%
96	CC(C)CCCCCCCCCCCCC(=O)NCC(=O)NC1C(C)OC(Nc2ncnc3nc[nH]c23)C(O)C1O (stereo not given)	18	11	4%
97	Cc1[nH]c(=O)nc(NN=Cc2ccc(Cl)cc2)c1C(=O)Nc1ccc(Cl)cc1	8	5	-3%
98	O=C(C(Cl)Cl)N1CC2CCC(CC2)C1	-4	-7	-4%
99	O=C1CC(c2ccc(O)cc2)Oc2cc(O)ccc21 (stereo not given)	2	-8	-28%
100	COc1ccc(C=NNc2nc3c([nH]2)c(=O)n(C)c(=O)n3C)cc1	-3	16	-3%
101	COc1cccc(C2c3c(oc4ccccc4c3=O)C(=O)N2Cc2ccco2)c1 (stereo not given)	7	1	-4%
